Screening results (PubChem BioAssay)
PME-1 primary: PME-1 inhibitors via competitive probe labeling, primary screen, biochemical, fluorescence polarization, FP-Rh probe, HTS; Protein phosphatase methylesterase 1 (Homo sapiens), Q9Y570; recombinant PME-1; inhibition, % at 5.9 µM; actives 0.53% (n = 320,000);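 active = inhibition above the campaign mean of all compounds plus 3 SD, cut at about 26% in these data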;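 note: competitive labeling of PME-1 active site by serine hydrolase directed probe; 0% = PME-1 with DMSO and 100% = wells lacking PME-1 enzyme; inhibitors block probe labeling so polarization falls and inhibition rises; many of its hits are not listed in these tables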
TPT1 inh: Candida albicans TPT1 enzyme inhibitors, primary screen, biochemical, fluorescence polarization. tRNA 2'-phosphotransferase TPT1 (Candida albicans SC5314). AID 1962, 2009. actives 0.81% (n = 300,000). inhibition, % at 5 µM. recombinant caTPT1, FP RNA substrate dephosphorylation;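 active = inhibition above the mean of all tested compounds plus 3 SD, set per screening campaign, cut at about 24% in these data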;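 note: plate controls were DMSO alone for no effect and ferristatin control at 100 nM for full effect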
Fam108B counter: mouse Fam108B serine hydrolase inhibitors, primary screen, counter-screen for RBBP9 inhibitor project, biochemical, fluorescence polarization | recombinant Fam108B, FP-Rh probe fluorescence polarization | inhibition, % at 9.51 µM | actives 0.33% (n = 300,000);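 active = inhibition above the screen mean inhibition plus 3 SD, computed separately per campaign, cut at about 18% in these data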;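 note: inhibitors lower polarization as less probe binds the enzyme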
GLD-1 TGE inh: GLD-1/TGE RNA complex disruptors, primary screen, biochemical, fluorescence polarization; purified GLD-1 + fluorescein TGE RNA; AID 2280, 2010; inhibition, % at 5.96 µM; actives 0.44% (n = 320,000);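 active = percent inhibition above a per-plate cutoff, the plate mean of test compounds plus 3 SD, cut at about 30% in these data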;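 note: 0% = DMSO wells with GLD-1 and probe and 100% = wells lacking GLD-1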
Target sequence (Q17339 whole entry, looked up): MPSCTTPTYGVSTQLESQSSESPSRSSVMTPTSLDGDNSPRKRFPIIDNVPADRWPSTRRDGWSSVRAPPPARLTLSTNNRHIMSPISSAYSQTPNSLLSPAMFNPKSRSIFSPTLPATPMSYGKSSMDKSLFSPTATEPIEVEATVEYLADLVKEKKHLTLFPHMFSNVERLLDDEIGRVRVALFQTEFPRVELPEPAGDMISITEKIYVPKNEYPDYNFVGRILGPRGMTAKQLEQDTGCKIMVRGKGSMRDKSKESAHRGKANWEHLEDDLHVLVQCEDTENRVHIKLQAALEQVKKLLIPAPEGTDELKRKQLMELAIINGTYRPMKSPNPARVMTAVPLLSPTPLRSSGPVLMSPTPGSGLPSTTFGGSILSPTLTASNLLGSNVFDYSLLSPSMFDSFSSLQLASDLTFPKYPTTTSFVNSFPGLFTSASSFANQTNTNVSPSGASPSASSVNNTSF
MCL1 BIM primary: inhibitors of MCL1 binding to BIM-BH3, primary screen, biochemical, fluorescence polarization. GST-MCL1 / FITC-Bim-BH3 fluorescence polarization. inhibition, % at 10.9 µM. Induced myeloid leukemia cell differentiation protein Mcl-1 (Homo sapiens), Q07820. actives 0.68% (n = 320,000);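 active = inhibition above the mean inhibition of all tested compounds plus 3 SD, set per campaign, cut at about 40% in these data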;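 note: 0% = DMSO wells and 100% = unlabeled Bim-BH3 peptide control; higher means more loss of mP so more displacement of Bim peptide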
MEX-5 binding: MEX-5 zinc finger RNA-binding disruptors – biochemical, C. elegans, fluorescence polarization, MLPCN library, primary screen. Zinc finger protein mex-5 (Caenorhabditis elegans), Q9XUB2. MEX-5/FITC-TCR2 RNA binding; active compounds read low. activity score (negative = inhibition of binding), % at 10 µM. actives 0.38% (n = 300,000). AID 1832, 2009;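 active = inhibition past about -25% in most replicates, and total fluorescence under double the plate's negative control median, limit read from the data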;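 note: 0% = DMSO and -100% = 5 µM competing unlabeled TCR2 RNA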
Target sequence (Q9XUB2 whole entry, looked up): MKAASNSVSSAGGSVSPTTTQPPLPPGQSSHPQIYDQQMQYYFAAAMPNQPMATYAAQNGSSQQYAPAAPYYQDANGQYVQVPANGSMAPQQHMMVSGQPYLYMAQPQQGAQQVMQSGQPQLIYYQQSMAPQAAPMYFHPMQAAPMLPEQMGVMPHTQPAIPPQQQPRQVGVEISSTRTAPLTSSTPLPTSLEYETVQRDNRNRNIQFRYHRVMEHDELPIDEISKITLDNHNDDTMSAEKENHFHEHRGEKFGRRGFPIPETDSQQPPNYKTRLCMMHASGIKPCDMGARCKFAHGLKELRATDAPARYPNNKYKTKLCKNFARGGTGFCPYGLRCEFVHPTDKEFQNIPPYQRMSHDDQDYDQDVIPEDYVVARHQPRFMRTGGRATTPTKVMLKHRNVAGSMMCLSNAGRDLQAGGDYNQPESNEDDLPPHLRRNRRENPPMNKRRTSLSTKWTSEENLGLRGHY
BCLXL inh: inhibitors of human Bcl-xL, primary screen, biochemical, fluorescence polarization, HTS. Bcl-2-like protein 1 (Homo sapiens), Q07817. GST-Bcl-xL / FITC-Bim BH3 peptide fluorescence polarization. inhibition, % at 10.9 µM. actives 0.7% (n = 320,000);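 active = inhibition above the mean of all tested compounds plus 3 SD, cutoff set per campaign, cut at about 30% in these data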;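 note: 0% = DMSO wells and 100% = unlabeled Bim-BH3 peptide competitor; inhibitors lower millipolarization by displacing the labeled peptide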
PAD4 FP inh: human PAD4 inhibitors, primary screen, biochemical, fluorescence polarization, 1536-well format. actives 0.41% (n = 330,000). recombinant PAD4, RCA probe fluorescence polarization. Protein-arginine deiminase type-4 (Homo sapiens), Q9UM07. AID 485272, 2010. inhibition, % at 6.36 µM;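 active = percent inhibition above a cutoff equal to the mean of all tested compounds plus 3 SD, cut at about 15% in these data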;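 note: 0% = PAD4 with RCA probe and DMSO and 100% = probe without PAD4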
GSTO1 counter: inhibitors of recombinant GSTO1, primary screen, counter-screen for RBBP9 inhibitor project, biochemical, fluorescence polarization; inhibition, % at 5.96 µM; actives 1.1% (n = 300,000); activity-based probe fluorescence polarization;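 active = inhibition above the campaign mean inhibition plus 3 SD, cut at about 35% in these data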;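 note: 0% = GSTO1-1 with DMSO and 100% = wells lacking GSTO1-1 enzyme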
An asterisk follows results filed as active; x = not tested or not shown. Only part of the results is shown; count on the stated rates, not on these rows.

SMILES	PME-1 primary	TPT1 inh	Fam108B counter	GLD-1 TGE inh	MCL1 BIM primary	MEX-5 binding	BCLXL inh	PAD4 FP inh	GSTO1 counter
COc1ccc(C(=O)N/C(=C\c2cn(S(=O)(=O)N(C)C)c3ccccc23)C(=O)NC(C)C)cc1	-3.5	3.6	0.7	-4.3	-7.9	-1.0	-4.7	-2.2	-13.5
CC(=O)Oc1cccc(C2C3=C(CC(C)(C)CC3=O)Nc3ccccc3N2C(C)=O)c1 (configuration not stated)	-2.0	-2.0	-1.5	2.8	-5.4	-1.4	1.5	-5.8	6.8
CSCCC(NS(=O)(=O)c1ccc2[nH]c(=O)c(=O)[nH]c2c1)C(=O)O (configuration not stated)	-1.5	3.9	-0.8	0.0	-3.2	-1.3	5.9	-4.5	4.2
Cc1ccc2nc(C)cc(Nc3ccc4c(c3)OCCO4)c2c1	-17.6	0.0	-3.2	3.2	-1.3	1.7	0.2	0.1	2.4
CC1CC(C)CN(CCCNC(=O)c2ccc(CS(=O)(=O)Cc3ccccc3F)o2)C1 (configuration not stated)	7.2	-5.1	-0.5	-0.2	7.3	-1.9	2.2	-3.4	14.3
COC(=O)CCC(=O)OC1(C)C(=O)C=C2C=C(C3CC3)N(CCc3ccccn3)C=C2C1=O (configuration not stated)	3.3	-4.0	3.7	22.5	24.0	-8.3	26.0	10.1	43.2*
O=C1CCCC2=C1C(c1cccs1)Nc1ccccc1N2 (configuration not stated)	-1.6	-0.6	0.1	3.0	-0.6	-0.3	1.5	2.6	0.0
O=C(Nc1ccc2cn[nH]c2c1)c1ccccc1F	-7.9	-2.8	6.1	9.2	-5.1	0.1	-0.4	-0.9	15.7
CCOC(=O)C1CCN(C(=O)COc2ccc(S(=O)(=O)NC(C)C)cc2Cl)CC1	-0.5	0.0	-0.1	-7.7	-1.6	-1.0	1.1	-3.2	0.9
CCOC(=O)C1=C(c2ccccc2)N=C2SCC(=O)N2C1c1ccc(O)c(OC)c1 (configuration not stated)	-4.3	7.0	-0.4	-2.5	-1.8	2.5	-3.1	-18.0	10.7
CC(C)N(CCNCc1nnc(-c2ccccc2)o1)C(C)C	-6.1	-1.2	2.6	8.5	-0.7	-3.4	1.9	7.9	3.4
CCOc1ccc(NC(=O)CN(C)C(=O)CC2CC3CCC2C3)cc1OCC (configuration not stated)	-0.5	-3.7	1.1	-0.7	8.0	-2.5	6.6	45.3*	4.0
C[C@H](NC(=O)[C@@H]1CSC2c3ccccc3C(=O)N21)C(=O)NCCc1ccc(F)cc1 (some centres not stated)	1.0	-0.2	-0.8	5.7	4.4	-0.7	3.7	-0.7	-1.2
c1ccc(-c2cc(-c3nc4ccccc4[nH]3)c3ccccc3n2)cc1	-63.3	3.2	-54.5	5.7	-0.6	1.6	-1.9	-6.2	-27.3
CC(C)(C)c1ccc(C(=O)NC(=S)Nc2ccc(N3CCOCC3)cc2)cc1	2.9	-0.3	-3.8	2.6	7.0	1.8	4.9	-6.0	2.5
O=C(Nc1ccc2c(c1)OCCO2)C1CCCN(S(=O)(=O)c2cccc3nsnc23)C1 (configuration not stated)	-2.6	1.4	1.3	5.9	-2.6	4.8	0.8	-4.7	2.9
O=C(N/N=C/c1cccs1)[C@H]1C[C@@H]1c1ccccc1	-4.3	1.0	7.4	2.2	6.3	0.6	6.7	-2.0	1.3
CCCCN1C(=O)c2ccc(C(=O)Nc3ccc(C)c(S(=O)(=O)N(C)C)c3)cc2C1=O	2.4	1.6	-3.9	-7.9	-5.2	-0.4	0.6	-4.7	-0.3
Cc1ccc(C2C(C#N)=C(N)Oc3cc(C)oc(=O)c32)o1 (configuration not stated)	0.5	1.0	1.4	5.7	9.3	-0.1	15.2	-1.1	14.7
O=S(=O)(NCCCN1CCOCC1)c1ccc2ccccc2c1	2.2	-5.5	1.9	-2.9	-0.9	-1.3	-6.1	-2.1	-3.1
C=C(C)C(=O)OCC(C)C	0.9	x	x	-2.9	-9.2	x	-1.8	-3.0	x
COc1ccccc1CCN1CCCC(CN(C)C(=O)CCC(N)=O)C1 (configuration not stated)	3.6	5.0	-5.7	-97.5	-5.9	-3.5	-3.7	-3.9	-0.5
CC(=O)c1cc2c(cc1NC(=O)Cn1cnc3ccccc3c1=O)OCO2	4.6	x	x	0.9	0.7	x	1.1	2.7	x
CCN(CC)C(=O)Cn1cnc2sc(C)c(S(=O)(=O)N3CCC(C)CC3)c2c1=O	-1.8	-0.2	1.1	-0.7	-0.6	-13.8	0.1	-6.3	3.3
COc1cc(OC)c2c(-c3ccccc3)cc(=O)oc2c1C(CCN1CCCC(C)C1)c1ccc2c(c1)OCO2 (configuration not stated)	0.4	-0.8	-0.3	8.3	6.9	-0.1	3.4	2.9	1.5

Full records, quoted from the list. Order of screens: PME-1 primary | TPT1 inh | Fam108B counter | GLD-1 TGE inh | MCL1 BIM primary | MEX-5 binding | BCLXL inh | PAD4 FP inh | GSTO1 counter
`C[C@H](NC(=O)[C@@H]1CSC2c3ccccc3C(=O)N21)C(=O)NCCc1ccc(F)cc1` (some centres not stated) is listed with 1.0 | -0.2 | -0.8 | 5.7 | 4.4 | -0.7 | 3.7 | -0.7 | -1.2
`CC(=O)c1cc2c(cc1NC(=O)Cn1cnc3ccccc3c1=O)OCO2` is listed with 4.6 | x | x | 0.9 | 0.7 | x | 1.1 | 2.7 | x

More structures follow.
SMILES	PME-1 primary	TPT1 inh	Fam108B counter	GLD-1 TGE inh	MCL1 BIM primary	MEX-5 binding	BCLXL inh	PAD4 FP inh	GSTO1 counter
Cc1cccc(C)c1NC(=O)N1CC(C)OC(C)C1 (configuration not stated)	-1.4	3.9	-5.4	7.0	7.9	-3.0	2.6	-1.3	-2.4
COc1ccccc1NC(=O)Nc1ccncc1	3.0	1.4	-3.5	-7.2	1.9	3.6	3.5	-1.8	0.4
O=C(CN1CCC(O)(c2cccc(C(F)(F)F)c2)CC1)NCCc1ccccc1	7.1	0.3	0.5	0.8	9.9	-2.8	8.0	-8.3	3.0
O=C(c1cc(-c2ccc(Cl)cc2Cl)on1)N1CCOCC1	-0.8	-1.0	-2.3	2.9	-0.5	0.5	2.2	1.0	1.6
CC1(CCCN2C(=O)c3ccccc3C2=O)OCCO1	-9.6	-0.7	0.4	1.2	1.5	-0.7	3.1	-2.9	4.8
Cc1nn(C(CC(=O)O)C(=O)O)c(C)c1Br (configuration not stated)	-1.0	-0.3	-0.2	3.0	0.4	-1.4	0.8	3.0	6.0
CC1Cc2ccccc2N1S(=O)(=O)c1cnc[nH]1 (configuration not stated)	-0.6	0.7	1.9	8.4	2.3	2.8	7.8	-2.6	5.9
O=C(Nc1cccc(-c2ccc(N3CCOCC3)nn2)c1)c1ccc(F)cc1F	3.6	1.4	2.3	-2.3	4.1	1.3	8.7	0.6	13.6
Cc1cccc(NS(=O)(=O)c2ccc(C(=O)N3CCCC3)cc2)c1C	17.7	0.6	0.3	9.4	4.5	4.7	5.2	-1.1	1.8
CC(C)CC(NC(=O)C(CC(C)C)NC(=O)OC(C)(C)C)C(=O)O (configuration not stated)	-3.4	-2.7	7.4	-0.6	-7.2	-0.1	5.5	-5.1	-1.8
Cc1cc(NC(=O)CSc2nnc3ccc(-c4ccc(F)cc4)nn23)no1	1.8	-2.2	-9.8	0.6	2.1	-0.1	-3.3	-4.1	-17.6
N#CCSc1nc2ccccc2c2nc3ccccc3n12	-9.2	2.3	-4.3	-5.4	6.1	-3.0	4.0	4.2	-7.9
CC(=O)c1ccc(OCC(C)Oc2ccc(C#N)cc2)cc1 (configuration not stated)	-7.0	-2.9	4.3	-2.9	8.9	0.6	6.6	-0.3	-3.0
Cc1ccc(NC(=O)Nc2nnc(-c3ccncc3)s2)cc1	-242.7	-0.8	5.5	8.3	0.6	-0.8	3.2	-6.6	-16.0
C/C=C(/C)C(=O)Nc1cccc(C2=NOC3(C2)C[C@H](C(N)=O)N(C(=O)COc2ccc(Cl)cc2)C3)c1 (some centres not stated)	0.9	-7.7	11.9	-1.3	7.7	1.6	3.4	6.6	1.1
O=C(COC(=O)c1cc(-c2ccccc2)nc2ccccc12)NCC1CCCO1 (configuration not stated)	1.4	-3.0	-0.3	1.5	-8.0	2.2	-0.3	-0.7	0.9
ClC(Cl)(c1nnnn1-c1ccccc1)c1nnnn1-c1ccccc1	-6.2	0.3	7.5	11.4	-10.2	x	-17.2	2.2	10.2
COCCNC(=S)NC(=O)c1ccc(C(C)(C)C)cc1	-0.1	-0.3	-3.8	-1.1	3.2	-1.5	7.8	-5.2	4.6
CC(=O)C1=C(O)C(=O)N(c2ccc(O)cc2)C1c1ccccc1[N+](=O)[O-] (configuration not stated)	0.2	0.2	-0.5	1.4	-3.2	-2.0	8.9	5.2	0.2
O=C(NCc1ccc2c(c1)OCO2)c1cc(-c2ccncc2)nc2ccccc12	-3.3	-1.6	-1.7	9.8	-1.0	0.6	4.0	-4.0	0.4
Cc1cc(NC(=O)CCC(=O)N(c2ccc(F)cc2)C(C(=O)NC2CCCC2)c2ccccc2)no1 (configuration not stated)	7.2	-1.9	2.0	3.7	5.1	0.5	3.1	-3.5	1.2
COC(=O)c1ccccc1NC(=O)NN1CCN(C)CC1	8.7	-0.5	0.7	2.6	2.0	0.2	4.3	-3.0	-1.7
CCOC(=O)CCCCC(=O)c1[nH]c(=O)[nH]c1CSc1nnc2c3cc(Br)ccc3n(C)c2n1	0.5	-1.0	-0.7	0.9	17.7	-1.9	16.9	-1.4	-2.2
CCOC(=O)c1ccccc1NC(=O)c1cc(S(=O)(=O)N2CCOCC2)ccc1F	3.0	-7.3	-6.6	2.0	1.8	-1.6	5.5	-4.1	5.0
Cc1ccc(CNC(=O)C2CCCN(c3nc4ccsc4c(=O)s3)C2)cc1 (configuration not stated)	-4.8	-3.5	-2.6	-4.2	2.0	2.1	1.4	3.1	-0.6
COC(=O)c1cc(NC(=O)CCc2c(C)nc3ncnn3c2C)cc(C(=O)OC)c1	-6.0	-1.8	2.4	-0.5	3.6	-2.8	6.1	0.3	1.1
CN1CCC(N(C)S(=O)(=O)c2ccc(NC(=O)COc3ccc(Br)cc3Cl)cc2)CC1	0.4	-0.1	0.0	-6.4	-7.7	-1.8	-9.9	0.4	-1.9
Cc1nc(N)sc1C(=O)N/N=C/c1c[nH]c2ccccc12	6.8	-3.0	6.5	-2.5	6.5	-0.4	8.9	-3.0	-1.5
Cc1cccc(OCC(=O)Nc2ccc3c(c2)nc(CN2CCCCC2)n3C)c1	2.0	0.6	-2.6	5.1	0.5	-1.8	2.5	1.5	1.8
Cc1cc2cc(CN3C(=O)c4ccccc4C3=O)ccc2[nH]1	6.1	-3.0	1.1	3.2	10.0	-1.2	3.4	-3.6	-2.2
